DAX1 inh-1: inhibitors of human orphan nuclear receptor DAX1 (NR0B1) | P51843 | HEK293 Gal4-DAX1 luciferase reporter, luminescence | inhibition, % at 6.75 µM | actives 0.99% (n = 340,000) | AID 504766;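 active = inhibition above the mean over all tested compounds plus 3 SD, cut at about 4.2% in these data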;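 note: 0% = DAX1-transfected cells with DMSO and 100% = empty-vector control cells with DMSO; inhibition shows as a rise in luminescence from relieved DAX1 repression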
HGIII-sPLA2 inh: Inhibits HGIII-sPLA2 liposome hydrolysis, primary screen. QFRET BODIPY PC-A2 liposome hydrolysis, fluorescence. inhibition, % at 12.2 µM. actives 0.56% (n = 370,000). AID 743126;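 active = inhibition above mean plus 3 SD of compounds lying within the high and low control bounds, cut at about 19% in these data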;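 note: 0% = median of test compound wells and 100% = no enzyme DMSO wells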
PLCg1 inh: PLC-gamma1 (human) inhibition, primary screen. P19174. purified PLC-gamma1, fluorogenic substrate, fluorescence. inhibition, % at 12.2 µM. actives 0.84% (n = 370,000); in the data active = inhibition above about 9.5%
Target sequence (P19174 whole entry, looked up): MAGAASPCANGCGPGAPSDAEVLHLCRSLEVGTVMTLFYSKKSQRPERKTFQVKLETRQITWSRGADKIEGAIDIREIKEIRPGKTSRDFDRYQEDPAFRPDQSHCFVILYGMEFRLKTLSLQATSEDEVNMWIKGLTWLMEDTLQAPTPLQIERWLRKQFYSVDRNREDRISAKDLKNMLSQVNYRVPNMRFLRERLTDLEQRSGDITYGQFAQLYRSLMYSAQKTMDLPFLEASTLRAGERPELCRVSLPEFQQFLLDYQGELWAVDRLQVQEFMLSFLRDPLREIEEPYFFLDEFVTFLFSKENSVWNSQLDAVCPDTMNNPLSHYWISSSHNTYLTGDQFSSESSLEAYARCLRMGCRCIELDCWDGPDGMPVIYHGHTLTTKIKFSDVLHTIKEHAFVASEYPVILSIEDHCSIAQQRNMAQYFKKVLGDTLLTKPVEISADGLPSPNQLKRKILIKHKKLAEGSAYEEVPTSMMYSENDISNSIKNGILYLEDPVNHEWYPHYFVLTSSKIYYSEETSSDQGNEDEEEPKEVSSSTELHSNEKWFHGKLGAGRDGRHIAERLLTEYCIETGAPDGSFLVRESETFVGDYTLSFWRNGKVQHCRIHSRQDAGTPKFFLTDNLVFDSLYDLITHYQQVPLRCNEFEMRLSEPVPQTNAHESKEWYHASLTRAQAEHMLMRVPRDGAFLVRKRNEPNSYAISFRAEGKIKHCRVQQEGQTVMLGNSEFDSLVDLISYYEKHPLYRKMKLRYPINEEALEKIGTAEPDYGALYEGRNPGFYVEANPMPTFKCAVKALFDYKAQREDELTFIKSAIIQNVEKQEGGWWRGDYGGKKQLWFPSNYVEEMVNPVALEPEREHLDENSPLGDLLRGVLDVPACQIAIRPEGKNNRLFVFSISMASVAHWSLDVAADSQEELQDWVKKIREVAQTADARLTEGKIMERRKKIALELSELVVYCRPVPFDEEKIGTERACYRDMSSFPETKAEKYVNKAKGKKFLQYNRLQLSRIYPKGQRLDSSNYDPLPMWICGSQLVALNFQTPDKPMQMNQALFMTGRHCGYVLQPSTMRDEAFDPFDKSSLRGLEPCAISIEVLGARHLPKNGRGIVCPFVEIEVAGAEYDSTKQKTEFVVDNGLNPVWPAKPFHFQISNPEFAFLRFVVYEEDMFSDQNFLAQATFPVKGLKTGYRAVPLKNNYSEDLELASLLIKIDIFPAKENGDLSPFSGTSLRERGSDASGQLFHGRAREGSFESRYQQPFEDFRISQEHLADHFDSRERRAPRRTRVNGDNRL
hgDAF12 agonist: activates the H. glycines DAF-12 receptor ligand-binding domain | HEK293 GAL4-hgDAF12 UAS-luciferase reporter, agonist luminescence; normalized to butyrate control | activation, % at 6.8 µM | actives 1.8% (n = 370,000) | AID 687014;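 active = activation above a cutoff set at the mean of all screened compounds plus 3 SD, cut at about 10% in these data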;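 note: 0% = DMSO wells and 100% = sodium butyrate wells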
hcDAF12 agonist: H. contortus DAF-12 activation, primary screen. activation, % at 6.8 µM. actives 1.4% (n = 370,000). HEK293 hcDAF-12 lit1-tk-luc reporter, luminescence; 0% DMSO, 100% Δ7-dafachronic acid;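 active = activation above the mean of all tested compounds plus 3 SD, cut at about 5.5% in these data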;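 note: 100% = response to 3 µM Δ7-dafachronic acid high control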
FXN GAA850 act: increases GAA850 frataxin promoter reporter activity; HEK293 lucGAA850 FXN promoter luciferase reporter, 24 h; percent of 10 µM SAHA response; activation, % at 6 µM; actives 0.56% (n = 360,000);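 active = activation above the average of all compounds screened plus 3 SD, cutoff fixed separately per campaign, cut at about 7.5% in these data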;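 note: 0% = DMSO wells and 100% = 10 µM SAHA wells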
DAX1 inh-2: DAX1 (NR0B1) inhibition, primary screen | inhibition, % at 6.8 µM | HEK293T StAR-luciferase reporter, SF-1/DAX-1 repression relief | actives 1.1% (n = 370,000) | AID 652010;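 active = inhibition above the mean over all tested compounds plus 3 SD, cut at about 3.6% in these data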;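 note: 0% = DAX-1 cells with DMSO and 100% = cells lacking DAX-1 with DMSO; higher inhibition means more luminescence from relief of DAX-1 repression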
PLCb3 inh: blocks human PLC-beta3 enzyme activity; inhibition, % at 12.2 µM; AID 720704; actives 0.18% (n = 370,000); Q01970; Purified PLC-beta3, fluorogenic substrate, fluorescence; in the data active = inhibition above about 11%;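 note: 0% = median of compound wells on plate and 100% = full blocker control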
ADAM10 inh: ADAM10 inhibition, QFRET primary screen; actives 0.62% (n = 370,000); AID 720582; inhibition, % at 7 µM; recombinant ADAM10, EDANS/DABCYL FRET peptide cleavage, 3 h;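 active = inhibition above a per-campaign cutoff equal to the mean of compounds falling between control-based bounds plus 3 SD, cut at about 20% in these data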;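 note: 0% = DMSO wells while the 100% control is not disclosed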
ADAM17 inh: inhibitors of human ADAM17; recombinant ADAM17, EDANS/DABCYL FRET peptide cleavage; inhibition, % at 6.95 µM; actives 0.83% (n = 370,000); AID 720648;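 active = inhibition above the mean of compounds lying between control limits plus 3 SD, set per campaign, cut at about 8.5% in these data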;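 note: 0% = DMSO-only wells as the low control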
ssDAF-12 act: S. stercoralis DAF-12 activation, primary screen | HEK293 ssDAF-12/GRIP1 lit1-tk-luc reporter, luminescence; % of 3 µM dafachronic acid response | activation, % at 6.8 µM | actives 1% (n = 370,000) | AID 652126;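 active = activation above the mean over all tested compounds plus 3 SD, cut at about 0.9% in these data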;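 note: 0% = DMSO-only wells and 100% = 3 µM delta7-dafachronic acid wells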
The depositor's hits bear a star; i = inactive; . = not tested or not shown; & = joins results of further samples.

SMILES	DAX1 inh-1	HGIII-sPLA2 inh	PLCg1 inh	hgDAF12 agonist	hcDAF12 agonist	FXN GAA850 act	DAX1 inh-2	PLCb3 inh	ADAM10 inh	ADAM17 inh	ssDAF-12 act
CC(C)CCC(C(=O)O)C(C)CC(=O)NNC(=O)c1ccco1 (stereo not given)	0.2&-0.2	8&0	7&-2	0.3&4.9	-0.7&-0.2	2.2&0.6	0.5&0.7	-1&-7	4&-2	0&-3	-1.3&-1.7
Brc1nc(Br)n(Cc2ccccc2)n1	-0.1	7	-4	-1.2	-0.5	2.4	0.6	1	5	-1	-1.2
CCN1CNC(=S)N(c2cccc(C)c2C)C1	0.9	1	3	-0.2	1.9	-1.0	0.4	2	-9	-1	-0.9
O=C(NC[C@@H]1CCCO1)c1cccc2c1C(=O)c1ccc(Cl)cc1S2(=O)=O	1.0	8	-2	1.8	-0.4	0.5	-0.1	-1	-14	-4	-1.0
CN1CCCC1CCNC1C2CC3CC(C2)CC1C3 (stereo not given)	0.7	6	-2	-0.3	0.9	1.6	-0.3	-1	9	-4	-1.0
CC(C)CC(=O)Nc1cc(C(F)(F)F)ccc1N1CCOCC1	0.0	2	-6	2.5	-1.0	1.5	0.0	2	-4	0	-0.8
Cc1ccnc(NC(=O)c2ccc(C(=O)c3ccccc3)cc2)c1	-2.8	2	3	9.1	3.5	-2.0	9.1*	1	-4	-1	-0.6
Cc1ccc(S(=O)(=O)NC(=O)COc2ccccc2C)c(C)c1	0.1	-9	0	3.2	0.2	-1.0	0.6	-13	-6	4	-0.5
O=C(Nc1ccccc1)C1CCCCN1S(=O)(=O)c1ccccc1 (stereo not given)	-0.7	0	0	0.9	-0.1	0.6	-0.5	-4	2	-4	-2.0
CCCOC1CCCN(C(=O)c2cc(COc3ccc(F)c(F)c3)on2)C1 (stereo not given)	2.6	-6	3	7.9	-0.2	4.2	0.7	-3	3	7	0.0
O=C(OCCOc1cccc(Cl)c1)C1CCN(S(=O)(=O)c2ccccc2)CC1	0.1	-27	3	1.2	0.1	-1.3	2.1	-5	21*	8.6*	-1.3
CC(C)(C)NC(=O)NC(=O)CN1C(=O)NC(c2ccccc2)(c2ccccc2)C1=O	0.6	4	-2	-2.1	0.4	0.3	-0.1	-8	3	-3	-0.6
CC(C)CNC(=S)NNC(=O)c1csc2c1CCCC2	0.3	6	0	0.7	-1.4	0.5	-0.9	-2	3	-2	-1.2
CC(=O)Nc1ccc2c(CSc3nnc(N)s3)cc(=O)oc2c1	1.1	7	-68	0.4	-0.3	0.0	0.3	-98	-235	-85	-1.4
O=C(c1ccc(C(F)(F)F)cc1)C1CCCN(C(=O)CCn2cncn2)C1 (stereo not given)	-0.4	2	1	2.1	0.7	1.4	-0.6	-6	-8	-3	-0.4
CCCCCc1cc(=O)oc2c(C(CCN(CC)CC)c3ccc(N(C)C)cc3)c(OC)cc(OC)c12 (stereo not given)	0.3	4	-12	0.1	-1.1	-1.3	0.4	-18	-28	-9	-0.8
CCCCOc1cccc(C(=O)NCCc2ccccc2-c2ccccc2CCC(=O)NCc2ccccc2)c1	.	8	0	2.9	0.6	.	0.4	1	-5	-1	-1.4
CC(C)(C)c1ccc(-c2nnc(SCC(=O)Nc3ccc(S(=O)(=O)Nc4nccs4)cc3)n2-c2ccc(Cl)cc2)cc1	.	-73	2	2.9	-1.3	.	0.6	-4	27*	13*	-1.0
CCOC(=O)c1ccc(OCC2NCCc3cc(OC)c(OC)cc32)cc1 (stereo not given)	0.4	6	-20	-1.4	-2.0	3.0	0.1	-38	-18	-5	-1.3
CCOC(=O)C1(C(=O)OCC)COC(=O)C2(CC)OC21 (stereo not given)	0.9	17	1	-4.1	-0.1	0.0	-0.1	2	-9	-3	-0.6
CCN1C(=O)CS/C1=N\S(=O)(=O)c1ccccc1	2.2	-34	-4	0.7	-0.8	0.8	-0.3	-16	6	-2	-1.6
CCOC(=O)c1cc2cc([N+](=O)[O-])ccc2oc1=O	1.4	2	-1	0.7	-0.4	2.3	0.6	-9	-2	-4	-1.6
O=C(NNc1ncc(C(F)(F)F)cc1Cl)c1ccc(Cl)c(Cl)c1	1.1	12	4	1.1	0.9	-0.1	0.5	6	7	2	-0.9
CCN1C(=O)[C@H]2[C@@H](c3ccc(SC4CCCCC4)c(OC)c3)N[C@@](Cc3ccccc3)(C(=O)OC)[C@H]2C1=O	0.3	-3	-1	1.7	-0.9	2.2	0.4	1	-6	-4	-1.0
CCCCCCc1c(O)c2ccccc2[nH]c1=O	1.2	8	-2	-0.7	-1.4	1.8	-0.2	-3	-21	0	-1.4
Cc1ccc(-c2nnn(CC(=O)N3CCCCC3)n2)o1	1.6	2	0	4.0	0.1	2.4	1.1	-3	-1	-2	-1.0
COCCNC(=O)C1CCCN(S(=O)(=O)c2ccc3c(c2)CC(C)N3C(=O)C2CC2)C1 (stereo not given)	-0.1	-3	-1	-3.0	-0.9	-1.1	-0.4	-2	0	1	-0.5
CCCOc1ccc(C2=CSC3=NCCN23)cc1Cl	1.0	18	4	-1.5	0.4	-1.3	-0.3	-2	-8	0	-1.2
COc1cccc(-n2ccnc2SCC(=O)NCc2ccccc2)c1	-0.4	-4	5	-1.3	0.5	0.3	-0.7	5	6	1	-1.1
CC(C)(C)NC(=O)NC(=O)COC(=O)CCC1CCCC1	0.9	-4	-1	-0.6	0.0	1.2	0.2	-6	3	-5	-1.2

Arranged by value in PLCb3 inh (lowest first): three from the list above.
smiles,PLCb3 inh
CCCCCc1cc(=O)oc2c(C(CCN(CC)CC)c3ccc(N(C)C)cc3)c(OC)cc(OC)c12 (stereo not given),-18
CC(C)(C)NC(=O)NC(=O)COC(=O)CCC1CCCC1,-6
O=C(NNc1ncc(C(F)(F)F)cc1Cl)c1ccc(Cl)c(Cl)c1,6

Following part:
SMILES	DAX1 inh-1	HGIII-sPLA2 inh	PLCg1 inh	hgDAF12 agonist	hcDAF12 agonist	FXN GAA850 act	DAX1 inh-2	PLCb3 inh	ADAM10 inh	ADAM17 inh	ssDAF-12 act
CCCCn1c(-c2ccccc2C)nc2cc3[nH]c(=O)c(C(C)C)nc3cc21	-0.8	-7	-303	-4.3	-1.5	-0.3	0.0	-425	i	-157	-1.8
O=S(=O)(Cc1cc(NCc2ccccc2)nc(-c2ccccn2)n1)c1ccccc1	-0.2	-8	-4	-0.9	0.3	0.3	0.0	-1	-5	0	-0.9
Cc1oc2nc(SCC(=O)NCCCO)nc(N)c2c1C	1.2	5	-1	1.0	0.0	0.0	-0.1	0	-6	0	-1.2
CN(C)/C=N/NC(=O)c1ccc(Cl)cc1	.	3	4	2.0	-1.0	0.2	-0.1	0	8	0	-1.6
Cc1ccc(S(=O)(=O)NC(C)CCc2ccccc2)cc1C(N)=O (stereo not given)	-3.3	0	1	-5.1	-2.1	1.2	-1.1	-6	5	-2	-1.5
O=C(CCS(=O)(=O)Cc1ccccc1)NCC1CCCO1 (stereo not given)	3.0	-1	0	0.2	0.2	1.2	0.0	-1	-3	-8	-0.6
COc1cccc(CNC(=O)Cn2c(-c3ccccc3)cc(C(C)=O)c2C)c1OC	.	-1	-3	-1.9	-1.4	.	-0.4	-1	5	6	-0.8
CN(C)S(=O)(=O)n1cnc([C@@H]2[C@H]3C(=O)OC[C@@H]3C[C@@]23N=CN(Cc2ccccc2)C3=O)c1	-0.3	-2	0	0.5	-0.6	0.2	-0.4	0	-1	-3	-0.3
Cc1cc(NC(=O)CSc2nc(C)c(C)c(=O)[nH]2)no1	-0.3	-3	0	3.7	0.5	-1.2	-0.4	-5	-4	-2	-1.1
CC(C)C[C@H](NC(=O)c1ccc(Cl)cc1Cl)C(=O)N1CCC[C@H]1C(=O)NCc1ccccc1	.	3	2	1.9	-0.4	.	0.2	-2	-14	-6	-1.2
CCOC(=O)c1nn(-c2ccc(Br)cc2)cc1C(=O)c1cccc2ccccc12	0.8	6	-1	1.9	1.7	5.3	0.2	2	-7	-5	-1.4
CNC(=O)/C(C#N)=C/c1ccc(-c2ccc(OC)cc2[N+](=O)[O-])o1	0.1	2	-10	1.1	1.0	3.3	-0.2	-8	-16	-8	-0.2
CCOc1ccc2nc(NC(=O)CN3CCN(c4ccccn4)CC3)sc2c1	.	-3	-1	1.1	-1.3	.	-0.7	-4	-6	-1	-0.9
CCOC(=O)N1CCC(NC(=O)c2sc3nc4n(c(=O)c3c2C)CCCC4)CC1	0.6	8	-2	-1.0	-2.4	-0.6	-1.1	4	-15	2	-0.9
CCOc1ccccc1OCC(=O)Nc1ccc2[nH]c(=O)[nH]c2c1	0.6	11	-2	0.2	0.1	1.5	3.5	-9	-30	-3	-1.2
COCCn1c(C)cc(C(=O)CSc2cc(C)c3ccc(OC)cc3n2)c1C	-0.9	-6	-15	-1.8	0.0	2.3	0.6	-13	0	1	-1.0
COc1cc(C2C(C(=O)c3ccco3)=C(O)C(=O)N2Cc2ccccc2)ccc1O (stereo not given)	0.5	0	0	-0.1	0.7	0.0	-0.2	-14	-1	0	-0.7
CCOC(=O)c1ccc(NC(=O)C2CCN(S(=O)(=O)c3ccccc3)CC2)cc1	0.6	-4	0	0.8	1.6	0.2	-1.6	1	-6	-3	-0.7
O=C1CC2CS(=O)(=O)CC2N1C1CCCCC1 (stereo not given)	4.1	5	1	-1.6	0.9	-1.7	0.8	-3	-10	-1	0.0
CC(=O)N1c2ccc(S(=O)(=O)NCCC(=O)Nc3ccc(Cl)cc3)cc2CC1C (stereo not given)	0.3	-1	4	-3.5	-0.9	-0.6	-0.3	7	2	1	-1.7
CCOC(=O)C1CCCN(C(=O)COc2ccc(S(=O)(=O)N3CCOCC3)cc2)C1 (stereo not given)	0.9	7	2	0.0	-1.0	0.9	-1.6	-8	-7	-4	-1.5
CC1CCCCN1C(=O)c1cc2ccccc2cc1O (stereo not given)	-0.5	-18	-52	-3.8	3.3	-1.0	-1.6	-87	-7	-11	0.5
Nc1ccc2c(c1)C(=O)N(CC1CCCO1)C2=O (stereo not given)	0.0	0	-148	1.5	-0.1	-1.2	0.7	-195	-14	-2	-0.7
Cc1ccc2c(c1)CO[C@@]21O[C@H](CCO)C[C@H](O)[C@H]1O	3.9	0	3	-2.4	-0.3	-0.8	0.9	3	3	-3	-0.7
Cc1cccc(C(=O)NCC(=O)OCC(=O)NCCNC(=O)COC(=O)CNC(=O)c2cccc(C)c2)c1	1.1	2	-2	-1.7	-1.3	-1.1	0.1	2	-2	0	-1.0
Cc1c(NC(=O)CN(C)CC(=O)Nc2ccc(F)c(F)c2F)c(=O)n(-c2ccccc2)n1C	-0.3	-5	-2	2.0	0.2	-1.7	-1.3	2	-5	-1	-0.4
CC1CCCN(c2ccc(C(=O)NCc3ccco3)cc2[N+](=O)[O-])C1 (stereo not given)	-1.0	-1	1	1.5	-3.4	3.1	0.0	-1	5	-1	-1.9
